FEN1 inhibitor – inhibitors of human flap endonuclease 1; P39748; Recombinant FEN1 flap cleavage, fluorescence, 15 min; Potency, µM (highest dose often 114 µM), inactives show top-dose activity change, negative = inhibition, usual class: inhibitors; actives 0.35% (n = 390,000); note: nearly all actives have a fitted effect of over 65% in size
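Potency values derive from four-parameter Hill fits of normalized qHTS data. The reaction used 10 nM FEN1 preincubated 15 min at room temperature with compound, then 50 nM DNA substrate, read at 0 and 15 min.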
TDP1 cell CPT – growth inhibition of DT40 Tdp1-/-;hTDP1 cells with camptothecin (screen for TDP1 inhibitors) | Potency, µM (titrated, usually from 46.2 µM), without a hit: top-dose activity change, negative = growth inhibition, actives largely listed as inhibitors | chicken DT40 Tdp1-/-;hTDP1 cells + 20 nM CPT, ATP luminescence, 48 h | AID 686979 | actives 12% (n = 420,000); note: nearly all actives have a fitted effect of over 55% in size
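Chicken DT40 Tdp1-/- cells stably complemented with human TDP1 were seeded at 400 cells/well in medium containing 20 nM camptothecin, exposed to pin-transferred compounds, and grown at 37 °C for at least 48 hr. Viability was read as ATP luminescence.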
KAT2A inh – inhibitors of human GCN5L2 histone acetyltransferase | Potency, µM (doses to about 58.9 µM), for the others: at the top dose activity change, negative = inhibition, most hits filed as inhibitors | GCN5L2 HAT assay, ThioGlo1 CoA-SH fluorescence | Q92830 | AID 504327 | actives 0.21% (n = 390,000)
Target sequence (Q92830 whole entry, looked up): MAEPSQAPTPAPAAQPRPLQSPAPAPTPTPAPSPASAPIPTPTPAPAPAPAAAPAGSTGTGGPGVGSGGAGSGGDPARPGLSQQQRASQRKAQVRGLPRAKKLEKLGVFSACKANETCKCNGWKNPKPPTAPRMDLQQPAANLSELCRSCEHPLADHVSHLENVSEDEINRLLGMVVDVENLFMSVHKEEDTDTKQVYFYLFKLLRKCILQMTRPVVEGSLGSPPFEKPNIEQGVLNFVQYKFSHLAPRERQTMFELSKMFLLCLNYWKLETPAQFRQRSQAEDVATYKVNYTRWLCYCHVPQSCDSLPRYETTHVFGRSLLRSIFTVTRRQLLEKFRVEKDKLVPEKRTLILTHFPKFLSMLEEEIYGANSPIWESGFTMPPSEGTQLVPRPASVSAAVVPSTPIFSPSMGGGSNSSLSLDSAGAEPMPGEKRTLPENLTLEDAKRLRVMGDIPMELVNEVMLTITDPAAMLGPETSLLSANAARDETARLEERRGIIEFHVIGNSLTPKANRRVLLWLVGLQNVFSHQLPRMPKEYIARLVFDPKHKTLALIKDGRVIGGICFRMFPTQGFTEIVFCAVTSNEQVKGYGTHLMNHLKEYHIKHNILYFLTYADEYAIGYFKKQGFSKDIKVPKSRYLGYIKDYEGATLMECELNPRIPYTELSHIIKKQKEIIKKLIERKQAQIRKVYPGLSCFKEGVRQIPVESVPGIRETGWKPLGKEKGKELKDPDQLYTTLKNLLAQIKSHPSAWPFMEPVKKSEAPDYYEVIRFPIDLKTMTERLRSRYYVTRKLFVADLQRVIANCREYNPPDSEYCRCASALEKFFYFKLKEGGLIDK
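GCN5L2 (20nM final) in 50mM HEPES, 0.1mM EDTA pH 7.5, 0.01% Tween-20 was preincubated 15 min at room temperature with compound, then given ThioGlo1 (50uM), H3(1-25) peptide (75uM) and acetyl-CoA (70uM); CoA-thiol fluorescence (Ex340/Em540) was read at 0 and 20 min.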
* hit, by the source's call; ? = inconclusive; / = no result given; & = joins results of further samples. Calls come from the whole dose curve; as a rule, active = well fitted curve in the direction sought with a large enough effect; inconclusive = small, poorly fitted or top-dose-only effect, or another doubt; inactive = no such curve, though single readings can be large; an effect the other way counts as inactive or inconclusive. % is set by controls: 0 for no effect and ±100 for the full control effect; potency is the fitted concentration of half-maximal effect.

Values in the order – TDP1 cell CPT	FEN1 inhibitor	KAT2A inh
Cc1ccc(C(c2nnnn2CC2CCCO2)N2CCN(C(=O)c3ccco3)CC2)cc1 (configuration not stated)
→ 3%	8%	-12%
C/C(=N\NC(=O)c1cc2c(s1)CCC(C)C2)c1ccc[nH]1 (configuration not stated)
→ -19%	6%	-3%
CC(C)CNC(=O)COC(=O)c1ccc(Cl)c(S(=O)(=O)N2CCc3ccccc32)c1
→ -3%	-12%	-2%
CN(C(=S)Nc1cccnc1)c1ccc(O)cc1
→ -23%	-10%	-3%
C=C(Br)Cn1c(CC(C)C)nc2ccccc21
→ 12µM*	-6%	2%
COc1ccccc1C(=O)NC(CCSC)C(=O)NNC(=O)C(C)Oc1ccccc1F (configuration not stated)
→ -1%	-1%	-3%
CC(C)=CCNc1ncnc2c1c(C#N)cn2C1OC(CO)C(O)C1O (configuration not stated)
→ 5.8µM*	1%	/
COC(=O)c1sccc1-c1ccc(C(=O)Nc2cccc(Cl)c2)o1
→ ?	?	-18%
COc1ccc(CN2CCN(CC=C(C)C)C(CCO)C2)cc1Cn1cccn1 (configuration not stated)
→ 15%	-6%	-9%
CNC(=O)C1CCC(=O)N1Cc1ccc(C)cc1 (configuration not stated)
→ -2%	-1%	-6%
O=C(NCc1cccnc1)C(=O)Nc1ccc2c(c1)OCO2
→ -4%	6%	7%
CC(=O)c1cccc(NC(=O)C(C)OC(=O)c2ccc(-n3cnnn3)cc2)c1 (configuration not stated)
→ ?	-12%	3%
Cc1ccc(OCC(=O)NNC(=O)CCc2ccccc2)cc1
→ -14%	1%	-12%
O=C(CCN=C1NS(=O)(=O)c2ccccc21)OCC(=O)c1ccccc1Cl
→ -26%	-5%	-6%
Cc1cccc(S(=O)(=O)NC(Cc2c[nH]c3ccccc23)C(=O)O)c1 (configuration not stated)
→ -14%	5%	3%
O=C(c1ccc(N2CCOCC2)c([N+](=O)[O-])c1)N1CCN(c2ccccc2F)CC1
→ ?	-2%	-7%
CSCC[C@H](NC(=O)C1=NN(c2c(F)c(F)cc(F)c2F)C(=O)CC1)c1nc2ccccc2[nH]1
→ -1%	-19%	-1%
COCCNC(=O)C1CCN(S(=O)(=O)N2CCC3(CC2)OCCO3)CC1
→ 5%	5%	4%
O=C1c2ccc([N+](=O)[O-])cc2C(=O)N1c1c[nH]c(=O)[nH]c1=O
→ 5%	0%	0%
CCn1c2ccccc2c2nnc(SCC(=O)c3c(N)n(C)c(=O)n(C)c3=O)nc21
→ -12%	-3%	-7%
Cn1cnnc1Sc1nc([N+](=O)[O-])nn1C
→ -1%	19%	-14%
CCOc1ccc(S(=O)(=O)N(C(C)=O)c2ccc3oc(C)c(C(=O)OC)c3c2)cc1
→ 1.3µM*	-22%	0%
O=c1oc2ccc(C#CC3(O)CCCCC3)cc2cc1-n1cc(C2(O)CCCCC2)nn1
→ 4%	-7%	1%
Cc1ccc(-c2nnc(SCC(=O)N3CCN(c4ccccc4)CC3)o2)cc1
→ -17%	-1%	2%
CC1=C(C(=O)OCc2ccccc2)C(c2ccc([N+](=O)[O-])cc2)NC(=O)N1 (configuration not stated)
→ -22%	13%	-7%
CC(C)[C@H](NC(=O)c1ccccc1)C(=O)OCC(=O)NCCC1=CCCCC1
→ ?	0%	1%
CCOC(=O)c1c(NC(=S)NC(=O)c2ccc(Cn3cc(Cl)cn3)o2)sc2c1CCC(C)C2 (configuration not stated)
→ 13µM*	17%	-7%
COc1ccc(CCNC(=O)CCCn2c(SCC#N)nc3ccccc3c2=O)cc1OC
→ -29%	-3%	2%
O=C(NCCc1ccccc1)c1cnc(Cl)c(Cl)c1
→ 10%	1%	1%
Cc1ccc(Cc2cnc(NC(=O)/C(C#N)=C/c3ccc(-c4ccccc4[N+](=O)[O-])o3)s2)cc1
→ ?	8%	-2%

As entered above:
`COc1ccc(CN2CCN(CC=C(C)C)C(CCO)C2)cc1Cn1cccn1` (configuration not stated) in TDP1 cell CPT is listed with 15%
`COC(=O)c1sccc1-c1ccc(C(=O)Nc2cccc(Cl)c2)o1` in KAT2A inh is listed with -18%
`O=c1oc2ccc(C#CC3(O)CCCCC3)cc2cc1-n1cc(C2(O)CCCCC2)nn1` in FEN1 inhibitor is listed with -7%

Following part
Values in the order – TDP1 cell CPT	FEN1 inhibitor	KAT2A inh
COC(=O)c1ccc(NC(=O)c2cnn(-c3ccc(Cl)cc3)c2C2CCN(C(=O)OC(C)(C)C)CC2)cc1
→ ?	-4%	3%
CCCCSCCCNC(=O)CCCN1C(=O)c2ccccc2Sc2ncccc21
→ ?	-2%	-1%
CC(C)(C)c1ccc(C(=O)NCCn2c(N)c(C#N)c3nc4ccccc4nc32)cc1
→ 23µM*	7%	-18%
CN1CCN(c2ccc(CNS(=O)(=O)c3ccc(Cl)cc3)cc2)CC1
→ ?	1%	?
CCOC(=O)C1=C(C)N(C[C@@H]2CC[C@@H](Cc3ccc(-c4ccccc4)cc3)O2)C(=O)NC1c1cccc2ccccc12 (some centres not stated)
→ ?	-5%	-10%
Fc1ccccc1N1CCN(c2nnnn2-c2ccccc2)CC1
→ -18%	14%	0%
O=C(CSc1ncnc2ccccc12)Nc1ccc2c(c1)OCO2
→ ?	-11%	-12%
Cn1c2c(sc1=O)CCC2
→ -1%	6%	/
COc1ccc(Cl)cc1/C=C(\C#N)C(N)=O
→ ?	-12%	-2%
COC(=O)CSc1nnc(CNC(=O)c2ccc(S(=O)(=O)N(C)C)cc2)n1C
→ -2%	-1%	-6%
Cc1nc(Nc2cccc(O)c2)c2oc3ccccc3c2n1
→ ?	-35%	-3%
COc1ccc(C2CC(c3cccs3)Nc3nnnn32)cc1 (configuration not stated)
→ 18%	-1%	3%
O=C(Nc1ccncc1)Nc1cccc(Cl)c1
→ ?	15%	-8%
CCC(=O)NNc1nc2c(F)cccc2s1
→ -3%	-4%	0%
O=C(NCc1ccco1)c1cc2nc(-c3ccc4c(c3)OCO4)cc(C(F)(F)F)n2n1
→ ?	-4%	-14%
CCOc1ncccc1C(=O)Nc1ccc2c(C)cc(=O)oc2c1
→ 0%	-10%	-9%
CN(C)c1nc(N(C)C)nc(N(C#N)Cc2ccc(Cl)cc2)n1
→ -16%	-7%	-3%
O=C1/C(=C\c2cc([N+](=O)[O-])ccc2O)SC(=S)N1Cc1ccc(Cl)cc1
→ 16µM*	22µM*	-13%
COc1cc(C(=O)Nc2nnc(CC(C)(C)C)s2)c([N+](=O)[O-])cc1OC
→ 3%	-7%	0%
O=C(N/N=C/c1c[nH]c2ccccc12)c1cc(-c2ccc(-c3ccccc3)cc2)n[nH]1
→ ?	13%	-13%
S=C(NCCc1ccccn1)Nc1ccc(Cl)c(Cl)c1
→ ?	-4%	-1%
Cc1cccc(-c2nc3scc(CCNS(=O)(=O)c4ccc5c(c4)OCCO5)n3n2)c1
→ 23µM*	9%	-2%
C=CCn1c(SCC(=O)N2c3ccccc3Sc3ccccc32)nnc1-c1ccco1
→ -1%	0%	-5%
O=C(OCc1cc(=O)n2nc(C3CC3)sc2n1)c1cccc(NC(=O)c2ccccc2Cl)c1
→ 21µM*	2%	-1%
CC1CCCCN1CC(O)COc1ccc(OCC(O)CN2CCCCC2C)cc1 (configuration not stated)
→ 0%	7%	-22%
CN(C)S(=O)(=O)c1ccc(NC(=O)COC(=O)c2ccccn2)cc1
→ 7%	-6%	-7%
Clc1cccc(Cl)c1-c1nnc2ccc(N3CCOCC3)nn12
→ ?	-3%	1%
COc1ccc(-c2c([C@H]3[C@@H]4C=CCC[C@@]4(C)C(=O)N3Cc3ccccc3)ccc3ccccc23)cc1OC
→ ?	-23%	4%
O=c1c(-c2ccccc2)nc2cncnc2n1-c1ccccc1
→ -12%	/	-10%
Cc1cccc(NS(=O)(=O)c2ccc3c(c2)NC(=O)CO3)c1C
→ -10%	16%	?

Random excerpt: 2 entries already listed.
Values in the order – TDP1 cell CPT	FEN1 inhibitor	KAT2A inh
O=c1oc2ccc(C#CC3(O)CCCCC3)cc2cc1-n1cc(C2(O)CCCCC2)nn1
→ 4%	-7%	1%
CCOC(=O)c1c(NC(=S)NC(=O)c2ccc(Cn3cc(Cl)cn3)o2)sc2c1CCC(C)C2 (configuration not stated)
→ 13µM*	17%	-7%

The listing picks up, repeating the 2 entries before the break.
Values in the order – TDP1 cell CPT	FEN1 inhibitor	KAT2A inh
O=c1c(-c2ccccc2)nc2cncnc2n1-c1ccccc1
→ -12%	/	-10%
Cc1cccc(NS(=O)(=O)c2ccc3c(c2)NC(=O)CO3)c1C
→ -10%	16%	?
NC(=O)c1ccc(NC(=O)COC(=O)CC(NC(=O)c2ccccc2Cl)c2ccccc2)cc1 (configuration not stated)
→ -3%	13%	-2%
CCOC(=O)CN1C(=O)C(O)(CC(=O)c2cccc(OC)c2)c2ccccc21 (configuration not stated)
→ ?	-14%	-5%
CCOC(=O)c1ccc(C(=O)OCC)nc1
→ -5%	2%	-8%
COC(=O)CN(c1ccc2c(c1)OCO2)S(=O)(=O)c1c(C)[nH]c(=O)[nH]c1=O
→ -2%	4%	3%
Fc1ccc(-c2nc3ccccc3[nH]2)cc1
→ ?	1%	-6%
COc1ccc(/C=N/Nc2nc(-c3ccc(C)cc3)c(NC(C)=O)s2)cc1
→ -11%	3%	-5%
Cc1nc(C)c(C(=O)OCC(=O)Nc2cccc(C)c2C)s1
→ ?	2%	-8%
COc1cc(C(=O)NCCOc2ccc(C)c(C)c2)cc(OC)c1OC
→ -19%	-12%	-3%
CC(C)Oc1ccc(C2CC(=O)N(c3ccc(N(C)C)cc3)C2=O)cc1 (configuration not stated)
→ -20%	8%	-2%
CCCCCC1CCC(C(=O)O)CC1 (configuration not stated)
→ -10%	-2%	-12%
CCC(C)NC(=O)c1cc2c(=O)[nH]c3ccc(C)cc3c2s1 (configuration not stated)
→ ?	11%	1%
O=[N+]([O-])c1ccc(COP(=O)(O)OCc2ccc([N+](=O)[O-])cc2)cc1
→ -1%&8%	3%	/
N=C1/C(=C\c2ccc(SCc3ccco3)o2)C(=O)N=C2SC=NN12
→ -9%	?	?
Cn1ccc(-c2ccccc2)n1
→ 1%	-3%	-1%
CC(C)COc1nc2ccccc2nc1C(C#N)C(=O)NC1CCCCC1 (configuration not stated)
→ -5%	-9%	0%
COc1ccc(C2=NOC(C(=O)Nc3c(C)n(C)n(-c4ccccc4)c3=O)C2)cc1OC (configuration not stated)
→ 3%	-9%	-5%
O=C(Nc1ccccc1C(=O)N1CCCCC1)c1ccccc1C(F)(F)F
→ 5%	8%	-4%
CCOc1ccc(NC(=S)NC23CN4CN(CN(C4)C2)C3)cc1
→ 0%	4%	-3%
CCOC(=O)C1CCCN(C(=O)c2sc3nc(-c4ccc(F)cc4)cn3c2C)C1 (configuration not stated)
→ ?	-7%	0%
Cc1cc(-c2nsc(=O)o2)c(S(C)(=O)=O)s1
→ 21µM*	-8%	?
NS(=O)(=O)c1ccc(NC(=S)NC(=O)c2ccco2)cc1
→ 1%	2%	-2%&-2%
Cc1c(C(=O)N2CCN(Cc3ccccc3)CC2)oc2c1C(=O)CCC2
→ -11%	-2%	-4%
CCc1cccc(Nc2cc(C)nc3nc(C)nn23)c1
→ -23%	-1%	-3%
CCOC(=O)C1CCN(C(=O)CN(c2cccc(OC)c2)S(=O)(=O)c2ccccc2)CC1
→ -8%	-12%	0%
COc1cccc(/C=N/c2sc(Cc3ccccc3)c(C)c2C(N)=O)c1O
→ ?	?	1%
CCn1nc(C)c(C(=O)Nc2cc(Oc3ccc(Cl)cc3)cc([N+](=O)[O-])c2)c1C
→ ?	-18%	-12%
O=C(NN1CCCCC1)c1ccc(COc2ccc(Cl)cc2)cc1
→ 3%	6%	-18%
Cc1cc(Oc2ccccc2)nc(C#N)n1
→ 2%	-13%	/
CC(=O)Nc1ccc(NC(=O)c2cc(=O)c3ccc(C)cc3o2)cc1
→ 5%	-1%	3%
COc1ccc(C(=O)NCCc2ccc(F)cc2)cc1OC
→ -1%	-1%	-9%

Results in FEN1 inhibitor, for 2 of the compounds above:
Compound | FEN1 inhibitor
Cc1cc(Oc2ccccc2)nc(C#N)n1 | -13%
CC(=O)Nc1ccc(NC(=O)c2cc(=O)c3ccc(C)cc3o2)cc1 | -1%

Later entries.
Values in the order – TDP1 cell CPT	FEN1 inhibitor	KAT2A inh
O=C(CCNC(=O)c1ccc([N+](=O)[O-])cc1)Nc1ccc(F)cc1F
→ -16%	3%	-18%
O=c1cc(CN2CCc3ccccc3C2)nc2sccn12
→ -6%	10%	2%
CCC(C)NC(=O)C1CCC(=O)N(c2ccc3c(c2)OCO3)C1c1ccc(OC)cc1 (configuration not stated)
→ -2%	-7%	-1%
CCCCCC(=O)NC(=S)Nc1ccc2oc(=O)ccc2c1
→ -3%	0%	-9%
O=C(O)c1ccc(N/N=C/c2cccc(C(F)(F)F)c2)cc1
→ ?	-9%	-22%
Cc1c(C(=O)Nc2cccc(C(F)(F)F)c2)sc2nc3n(c(=O)c12)CCC3
→ 23µM*	0%	1%

Bioassay records deposited in PubChem BioAssay by National Center for Advancing Translational Sciences (NCATS).

A portion of the library; rates above refer to the full screens.
